High-throughput results from PubChem BioAssay.
SR-BI DiI inh = blocks mouse SR-BI lipid uptake from DiI-HDL. ldlA[mSR-BI] CHO cells, DiI-HDL uptake fluorescence, 3 h. inhibition, % at 12.5 µM. hit rate 0.96% among 320,000. AID 488896;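 active means mean replicate inhibition of at least 70% and a set share of replicates each scoring 70 or more; inconclusive means meets just one of the two criteria; inactive means fails both criteria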;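 further: 0% = median of neutral control wells and 100% = median of positive control wells; values of inactives mirror those of a sister screen read the other way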
Target sequence (Q61009 whole entry, looked up): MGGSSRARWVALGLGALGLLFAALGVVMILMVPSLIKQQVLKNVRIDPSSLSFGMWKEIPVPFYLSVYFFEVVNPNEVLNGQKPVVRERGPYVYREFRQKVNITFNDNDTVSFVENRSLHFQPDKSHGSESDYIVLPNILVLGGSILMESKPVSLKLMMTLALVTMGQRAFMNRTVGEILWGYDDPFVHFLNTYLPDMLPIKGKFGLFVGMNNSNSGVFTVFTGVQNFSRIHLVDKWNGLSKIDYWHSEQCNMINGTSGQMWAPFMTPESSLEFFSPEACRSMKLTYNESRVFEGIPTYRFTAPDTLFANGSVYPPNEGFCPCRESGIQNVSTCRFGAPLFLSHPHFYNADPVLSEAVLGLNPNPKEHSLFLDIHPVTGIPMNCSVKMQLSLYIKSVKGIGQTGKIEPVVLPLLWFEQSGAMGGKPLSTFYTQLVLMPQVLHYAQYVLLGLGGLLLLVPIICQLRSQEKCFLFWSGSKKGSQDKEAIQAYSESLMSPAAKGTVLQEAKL
Tat transport = E. coli Tat transport inhibition. inhibition, % at 10 µM. hit rate 0.036% among 340,000. E. coli MC4100 TorA-mCherry Tat export, fluorescence;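 active means mean replicate inhibition at least 50% and at least half of replicates individually reaching 50%; inconclusive means only one of the two criteria met; inactive means neither criterion met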;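 further: exported cargo escapes ClpAP degradation while cytoplasmic cargo is degraded and loses fluorescence; 0% = median of neutral control wells and 100% = median of NaSCN control wells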
Ecoli viability = bacterial growth inhibition, counter-screen for AddAB inhibitors; E. coli V3065 growth, OD600 absorbance, 18 h; inhibition, % at 11.9 µM; hit rate 0.27% among 330,000; AID 449728;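 active means inhibition above the campaign's mean inhibition across all tested compounds plus 3 SD, cut at about 9.9% in these data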;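 further: uninfected addAB+ strain grown without phage in ampicillin broth; 0% = DMSO wells and 100% = ciprofloxacin 0.95 µg/ml wells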
MITF TRPM1 HTS = increases MITF-driven TRPM1 promoter luciferase signal. SK-MEL-5 TRPM1-promoter luciferase, 24 h; % of positive control, neutral wells = 0. hit rate 0.75% among 300,000. activation, % at 12.5 µM;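 active means mean activation of at least 80% with every replicate also reaching 80%; inconclusive means mean reaches 80% but some replicate falls short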;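 further: 0% = neutral control wells and 100% = parthenolide positive control wells; values of inactives mirror those of a sister screen read the other way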
Wnt bcat act = activates Wnt/beta-catenin signaling in a reporter cell assay; hit rate 1.2% among 300,000; activation, % at 9.35 µM; AID 743398; activator, plate reader; in the data active means activation above about 30%, passing the limit was not always enough; inconclusive means no clear call, values can overlap the other calls;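 further: 0% = neutral control wells and 100% = positive control wells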
AddAB inh = less growth of phage-infected E. coli with AddAB. hit rate 0.29% among 330,000. inhibition, % at 11.9 µM. E. coli expressing H. pylori AddAB, absorbance growth; in the data active means inhibition above about 12%;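 further: 0% = vehicle wells of infected cells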
CAL PDZ FP-1 = CAL PDZ (human) peptide binding inhibition; purified CAL PDZ, TMR-peptide fluorescence polarization, 1 h; inhibition, % at 24.9 µM; hit rate 0.92% among 300,000; AID 602252;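 active means mean inhibition of at least 30% with at least half of replicates also reaching 30%; inconclusive means no clear call, values can overlap the other calls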;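 further: 0% = DMSO neutral control and 100% = excess unlabeled competitor peptide PRC23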
CAL PDZ FP-2 = inhibitors of human CAL PDZ peptide binding | Q9HD26 | purified CAL PDZ, TMR-peptide fluorescence polarization, 1 h | inhibition, % at 20 µM | hit rate 0.02% among 330,000 | AID 504414;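 active means highest replicate inhibition of at least 40%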;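 further: plate controls were DMSO neutral control wells for no effect and unlabeled competitor peptide control wells for full effect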
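material = purified tagged CAL PDZ domain construct (CerCALP) | compound dosing = 20 µM, one dose | times = 1 h at RT | measured by = fluorescence polarization from S- and P-plane intensities, G-factor corrected | read-out = inhibition from polarization loss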
SR-BI uptake up = enhances SR-BI lipid uptake from DiI-HDL | CHO ldlA[mSR-BI] cells, DiI-HDL uptake fluorescence, 3 h; 100 = double the neutral-control signal | hit rate 0.096% among 320,000 | AID 504775 | activation, % at 12.5 µM;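 active means mean replicate activation of at least 60% and every replicate at or above 60%; inconclusive means mean or all-replicate condition met, but not both; inactive means mean below 60% and not all replicates reaching 60%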;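 further: 0% = median plate neutral-control signal and 100% = twice that signal; values of inactives mirror those of a sister screen read the other way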
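Material: SR-BI-overexpressing, LDLR-lacking CHO cells; schedule: compound exposure 3 h, 37 °C; reagent: DiI-labelled HDL at 10 µg/mL final; technique: bottom-read fluorescence, 550/595 nm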
phage Ecoli inh = E. coli growth loss with phage present; growth absorbance; inhibition, % at 11.9 µM; hit rate 0.26% among 360,000; in the data active means inhibition above about 11%
Starred values were filed as active, the others as inactive; ? = inconclusive; / = not tested or not shown.

SMILES	SR-BI DiI inh	Tat transport	Ecoli viability	MITF TRPM1 HTS	Wnt bcat act	AddAB inh	CAL PDZ FP-1	CAL PDZ FP-2	SR-BI uptake up	phage Ecoli inh
CN(CC(=O)Nc1ccc(S(N)(=O)=O)cc1)Cc1ccccc1F	16	-4	2.3	2	4	6.6	2	0.2	-16	1.0
CC(C)CCn1c(SCC(=O)OCn2nnc3ccccc3c2=O)nc2ccccc2c1=O	4	6	1.6	4	/	0.9	-6	-2.3	-4	-1.7
COCc1nnc(NC(=O)c2ccc(S(=O)(=O)N3CCCc4ccccc43)cc2)o1	-13	0	-4.3	10	-4	-0.3	-17	-3.4	13	-0.4
CCOc1ccc(C(=O)Nc2ccc(C(F)(F)F)n(C)c2=O)cc1	-5	2	-2.6	-2	-5	0.1	-1	-3.1	5	4.0
Cc1c(C(=O)N(Cc2ccc(N(C)C)cc2)CC2CCCO2)oc2ccccc12 (centres undefined)	13	11	-0.6	-8	1	2.8	-1	-2.3	-13	-5.2
Cc1cccc2c1Sc1ccccc1CC2=O	-13	8	0.5	/	-2	0.6	-22	-2.9	13	0.0
COc1ccc(OC)c(NC(=O)Nc2ccc3c(c2)CCC3)c1	19	-5	-1.1	8	2	-2.0	-1	-3.6	-19	2.8
COc1ccc(S[C@@H](CCN2CC[C@H](C)CCC2=O)c2ccccc2)cc1	33	20	0.9	-3	4	4.2	-1	-0.9	-33	1.6
CN(C(=O)c1ccc(F)cc1)c1ccccc1C(=O)NCc1ccccc1	-9	3	0.7	7	2	3.7	-5	-0.4	9	-0.3
Cc1cc(C)cc(NC(=O)c2cccc3c2C(=O)N(C2CCCCC2)C3)c1	55	-3	0.2	-17	/	1.9	/	-1.0	-55	/
CCn1cc(S(=O)(=O)CC(=O)Nc2ccc3c(c2)OCCO3)c2ccccc21	12	-4	0.2	/	7	2.3	-1	-3.3	-12	0.9
COc1cc(OC)cc(C(=O)Nc2ccccc2NC(C)=O)c1	0	-1	1.9	-2	/	5.3	-2	-0.3	0	1.8
O=[n+]1c2c(n([O-])c3cc(Br)ccc31)CCC2	-9	-10	4.4	-10	0	3.9	2	-0.5	9	4.0
COc1ccccc1NC(=O)CSc1nncn1-c1cccnc1	-10	2	0.7	-18	-1	-1.3	-1	-2.7	10	2.4
CCOc1ccccc1CNC(=O)CCNC(=O)Cn1ccc2ccccc2c1=O	12	-4	-1.6	-1	-1	0.8	2	0.5	-12	4.3
COC(=O)c1cccc(NC(=O)c2nn(C)c(=O)c3ccccc23)c1	64	-4	-1.1	3	4	-3.5	3	-2.5	-64	2.1
CC1CCCC(NC(=O)CSc2nnc(N)s2)C1C (centres undefined)	-11	1	1.4	-13	/	0.8	-3	-0.6	11	1.0
Cc1ccc(-c2nnn(CC(=O)N(Cc3ccco3)C(C(=O)NC3CCCC3)c3cccs3)n2)o1 (centres undefined)	31	-3	1.6	-4	-9	-0.5	-3	/	-31	0.8
C/C=C(/C)C(=O)Nc1cccc(C2=NOC3(C2)C[C@H](C(N)=O)N(C(=O)COc2ccc(Cl)cc2)C3)c1 (some centres undefined)	64	1	1.0	-10	-7	3.5	2	-0.6	-64	1.3
Cc1cccc(/C=N/NC(=O)NC2CCCCC2)c1	-5	14	0.3	26	0	-0.1	-6	-0.8	5	1.4

The last 3 entries of the section above come first, to join the parts.
SMILES	SR-BI DiI inh	Tat transport	Ecoli viability	MITF TRPM1 HTS	Wnt bcat act	AddAB inh	CAL PDZ FP-1	CAL PDZ FP-2	SR-BI uptake up	phage Ecoli inh
Cc1ccc(-c2nnn(CC(=O)N(Cc3ccco3)C(C(=O)NC3CCCC3)c3cccs3)n2)o1 (centres undefined)	31	-3	1.6	-4	-9	-0.5	-3	/	-31	0.8
C/C=C(/C)C(=O)Nc1cccc(C2=NOC3(C2)C[C@H](C(N)=O)N(C(=O)COc2ccc(Cl)cc2)C3)c1 (some centres undefined)	64	1	1.0	-10	-7	3.5	2	-0.6	-64	1.3
Cc1cccc(/C=N/NC(=O)NC2CCCCC2)c1	-5	14	0.3	26	0	-0.1	-6	-0.8	5	1.4
Cc1cnc([N+](=O)[O-])n1CCOC(=O)NC(=O)c1ccc(C(F)(F)F)cc1	-7	-1	0.9	6	-1	0.7	3	-0.2	7	3.5
CCCCN(C(=O)CSc1nn(-c2ccc(F)cc2)c(=S)s1)c1c(N)n(CCCC)c(=O)[nH]c1=O	2	-5	0.6	-3	-4	0.5	-4	-2.1	-2	4.1
COc1ccc(C2SCCN2C(=S)Nc2cccc(C(F)(F)F)c2)cc1 (centres undefined)	-9	1	-1.1	11	-1	0.7	-3	-1.1	9	3.7
COc1ccccc1CNC(=O)COC(=O)Cc1c(F)cccc1Cl	-12	13	-1.5	-1	0	0.7	-6	/	12	2.9
Cc1cc(C(=O)COC(=O)/C=C/c2cccc(Br)c2)c(C)n1C	14	-4	/	24	8	/	-5	-1.7	-14	2.5
CCn1nc(CCC(=O)O)c2ccccc2c1=O	-15	-4	-0.3	1	-6	1.9	/	-1.0	15	1.2
CCCCc1cc(=O)oc2cc(OCC(=O)NCCN3CCOCC3)c(Cl)cc12	10	1	0.1	2	0	0.0	/	-0.2	-10	1.1
O=C(COC(=O)c1ccc(OC(F)F)cc1)NCCNC(=O)COC(=O)c1ccc(OC(F)F)cc1	4	5	-0.4	2	1	1.5	/	-4.3	-4	0.9
Cn1c(SCc2ccc(F)cc2Cl)nc2ccccc2c1=O	23	7	0.2	-6	0	0.4	-1	-0.9	-23	4.5
CCC1Oc2ccccc2N(CC(=O)NCCCN2CCCCC2CC)C1=O (centres undefined)	2	-4	-0.4	13	1	1.5	-6	-3.1	-2	1.6
Cc1cc(C=NCCO)c(C)n1-c1cc(Cl)ccc1Cl	0	-2	0.1	7	0	0.3	-3	-0.2	0	-0.9
O=[N+]([O-])c1ccccc1/C=C\C=N\N1CCN(c2ccccc2)CC1	33	7	0.0	13	25	-2.8	-2	-2.1	-33	1.1
N#CCN=C(c1ccccc1)c1ccccc1	-18	0	0.0	8	2	-1.6	1	0.8	18	2.7
N#CC1CN(C(c2ccccc2)c2ccccc2)C1	-10	-6	0.6	-2	-4	1.1	-4	9.6	10	2.8
CCOc1ccccc1N1CC(C(=O)NNC(=O)c2ccc(F)cc2)CC1=O (centres undefined)	-18	-11	0.4	7	-1	1.6	-1	-2.0	18	0.6
CCc1ccc(NC(=O)CSc2nc(=O)n3cc(C)ccc3n2)cc1	-43	-11	0.6	13	2	3.0	-1	-3.0	43	2.4
COCCNC(=O)C1CCCN(S(=O)(=O)c2c(C)noc2/C=C/c2cccs2)C1 (centres undefined)	7	-4	-2.6	-14	3	-2.5	-3	-1.5	-7	-0.1
CN(C)CCN1C(=O)C(=O)/C(=C(/O)c2ccc(F)cc2)C1c1ccccc1F (centres undefined)	-15	-9	1.6	-7	-6	3.9	-4	-0.1	15	2.3
CCCCn1c(CCC(=O)O)nc2c1c(=O)[nH]c(=O)n2CCC	-5	-8	-2.2	-25	-1	0.6	1	-2.7	5	3.3
O=C1OC(c2ccc(F)cc2)=N/C1=C\c1ccc(Br)o1	-13	-8	3.3	-1	0	-1.5	-3	-5.0	13	2.9
CCCC(=O)Nc1nc2ccc(NC(=O)c3ccc(Br)o3)cc2s1	/	-6	-1.4	1	-3	1.6	0	-2.3	/	2.2
O=C(C1=COCCO1)N(Cc1nnc(-c2ccccc2Cl)o1)C1CC1	?	-4	1.9	7	0	0.8	2	0.4	-75	5.6
O=C1/C(=C\c2ccccc2Cl)SC(=S)N1CCC(=O)N1CCCc2ccccc21	-8	1	0.8	-1	/	-1.0	-4	-0.3	8	0.7
CC(C)(C)c1cc(NC(=O)COC(=O)c2ccc3c(=O)n4c(nc3c2)CCC4)n(-c2ccccc2)n1	-18	-1	2.2	-6	/	3.6	/	-1.0	18	2.2
O=C(NCc1ccccc1Cl)C1CCN(c2ncnc3c2nc2n3CCCCC2)CC1	17	5	0.0	-7	1	-0.2	/	1.0	-17	0.8
CC(=O)c1c(C)[nH]c(-c2ccccc2)nc1=S	-1	2	-3.1	/	4	3.2	2	0.9	1	0.8
CSc1ncccc1C(=O)OCC(=O)NC(C)C	-24	-7	1.6	-3	-2	2.8	/	-1.4	23	3.1
FC(F)(F)c1cc(-c2ccccc2)nc(NC2CCCC2)n1	32	2	0.6	17	14	0.4	-4	-0.8	-32	2.8
Cc1cc(C(=O)Nc2cccc(S(=O)(=O)N3CCCCC3)c2)c2ccccc2n1	?	0	0.7	-10	-1	0.1	-4	-1.0	-73	-2.5
CCOc1ccc(S(=O)(=O)NC(C)C(=O)NCc2cccnc2)cc1 (centres undefined)	2	2	0.6	-10	-1	3.0	-4	1.1	-2	-1.5
COc1cccc(C(=O)NCCNC(=O)c2ccco2)c1	/	1	1.3	-3	-1	0.7	0	-0.4	/	3.7
COc1cccc(C(=O)OCn2nnc3ccccc3c2=O)c1OC	-7	16	0.3	0	0	-5.1	/	-1.0	7	2.4
COc1cc(/C=C/c2noc(-c3ccccc3O)n2)cc(OC)c1OC	28	2	3.1	?	20	2.4	-3	-0.7	-28	5.5
OCCNCc1c(OCc2ccc(Cl)cc2)ccc2ccccc12	-3	1	-0.3	9	3	4.0	-2	-0.8	3	1.7
CCC1CCCCN1S(=O)(=O)c1ccccc1 (centres undefined)	-5	2	0.8	/	0	3.2	-9	-0.5	5	-1.4
c1cc2c(cc1NC1CCCCCC1)OCO2	/	7	0.9	/	0	2.2	5	0.0	/	1.4
Cc1ccc(C(=O)N/C(=C\c2cccc([N+](=O)[O-])c2)C(=O)Nc2cccc(C(=O)O)c2)cc1	17	1	-0.7	-14	-1	2.1	-6	/	-17	1.8
Cc1ccccc1NC(=O)CSc1nnc(C)c(=O)[nH]1	-16	-5	-0.4	5	2	1.0	-3	-4.0	16	-0.4
O=C(Nc1ccc(C(=O)N2CCCC2)cc1)c1ccccc1F	-6	-1	-0.3	16	-1	0.1	/	-2.2	6	/
CC(C)c1nnc(NC(=O)CSc2ncn[nH]2)s1	-26	-1	-2.2	-1	/	-0.8	-2	-0.6	26	2.6
O=c1c2ccccc2nc(/C=C/c2c[nH]c3ccccc23)n1CCO	40	0	-1.6	27	12	0.6	-1	1.9	-40	4.2
COc1ccccc1NC(=O)c1c(NC(=O)CCC(=O)O)sc2c1CCCCC2	/	-6	-0.2	-12	1	-1.0	2	-2.2	/	0.2
COc1ccc2cc(CCNC(=O)C(C)(C)C)c(=O)[nH]c2c1	-13	-6	-0.3	13	-1	0.4	/	-0.8	13	2.2
CCO/C(C)=C1/SC(=S)NC1=O	-18	5	-0.2	0	3	-1.4	/	-0.2	18	3.1
COC(=O)C(C)N(C(=O)c1cccc2ccccc12)c1c(C)cccc1C (centres undefined)	-8	4	0.1	-7	/	0.2	/	-2.2	8	2.5
COC(=O)C(O)(CC(=O)Nc1ccc(C)c(F)c1)C(F)(F)F (centres undefined)	4	-1	0.9	-5	/	0.7	2	-0.5	-4	1.8

Compounds as they come (roughly 3.6% active in at least one column).
